OX1R antag: blocks the human orexin 1 receptor. OX1R-expressing cells, FRET antagonist read-out. 330,000 compounds, 1.8% hits. inhibition, % at 6.6 µM; in the data active = inhibition mostly above about 38%, no sharp cut-off; inactive = mostly below about 40%;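 note: 0% = agonist challenge alone and 100% = reference antagonist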
Target sequence (O43613 whole entry, looked up): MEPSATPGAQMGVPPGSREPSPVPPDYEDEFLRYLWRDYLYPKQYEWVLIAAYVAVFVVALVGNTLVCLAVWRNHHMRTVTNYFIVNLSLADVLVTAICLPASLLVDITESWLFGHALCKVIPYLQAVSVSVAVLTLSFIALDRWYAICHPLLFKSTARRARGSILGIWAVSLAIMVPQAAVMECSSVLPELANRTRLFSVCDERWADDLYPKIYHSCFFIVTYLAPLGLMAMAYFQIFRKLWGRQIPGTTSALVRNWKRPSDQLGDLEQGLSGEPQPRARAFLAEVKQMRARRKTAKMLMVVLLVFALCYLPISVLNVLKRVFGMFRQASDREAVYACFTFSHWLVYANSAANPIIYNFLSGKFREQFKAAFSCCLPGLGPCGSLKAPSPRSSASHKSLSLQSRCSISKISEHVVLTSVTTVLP
STK33 inh: inhibitors of human STK33 kinase. Q9BYT3. purified STK33, MBP phosphorylation, ADP-Glo luminescence. inhibition, % at 10 µM. 320,000 compounds, 0.073% hits. AID 2661;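 active = inhibition at or above 25%, using the most active replicate where run in duplicate; inactive = inhibition below 25%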
Target sequence (Q9BYT3 whole entry, looked up): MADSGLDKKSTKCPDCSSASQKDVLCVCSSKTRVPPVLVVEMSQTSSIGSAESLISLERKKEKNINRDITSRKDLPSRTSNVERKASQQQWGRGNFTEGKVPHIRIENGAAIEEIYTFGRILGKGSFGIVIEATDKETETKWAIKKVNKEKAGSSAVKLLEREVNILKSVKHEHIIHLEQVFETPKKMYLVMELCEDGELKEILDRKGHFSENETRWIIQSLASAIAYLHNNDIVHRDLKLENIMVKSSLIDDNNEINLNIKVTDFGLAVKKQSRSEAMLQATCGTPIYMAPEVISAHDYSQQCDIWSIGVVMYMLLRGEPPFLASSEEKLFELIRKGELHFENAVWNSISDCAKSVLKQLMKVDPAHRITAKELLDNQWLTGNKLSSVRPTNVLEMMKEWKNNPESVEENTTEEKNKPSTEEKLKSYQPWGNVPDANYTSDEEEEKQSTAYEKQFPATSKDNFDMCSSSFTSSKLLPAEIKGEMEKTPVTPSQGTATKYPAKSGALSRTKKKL
* hit, by the source's call; · = no result given.

The line under a structure holds: OX1R antag | STK33 inh
> Cc1cc(SCC(=O)NN=C2CCN(C(C)C)CC2)c(C)cc1Br
→ 9.8 | -0.3
> O=C(CN1CCN(S(=O)(=O)/C=C/c2ccccc2)CC1)Nc1ccc(N2CCOCC2)cc1
→ 4.2 | -0.5
> CC(C)c1ccc(S(=O)(=O)N2CCCCC2)cc1
→ 31.3 | -0.6
> O=C(Nc1ccccc1Cl)N1CCn2c(nc3ccccc32)C1
→ 14.7 | 0.4
> CN(CC(=O)Nc1ccc(F)cc1)C(=O)c1cn(-c2ccccc2)nc1-c1cccs1
→ 7.7 | -0.9
> CCCc1c(C(=O)N/N=C(\C)c2ccc(O)cc2)nnn1-c1nonc1N
→ 17.8 | 0.9
> COc1ccc(/C=C/C(=O)OCC(=O)NC2CCCCCC2)cc1OC
→ 5.7 | -1.2
> CC1CCCCC12NC(=O)N(CC(=O)NNC(=O)c1ccc(Br)cc1)C2=O (stereo unspecified)
→ 9.2 | -0.3
> COc1ccc(CNC(=O)COC(=O)c2ccc3ncsc3c2)cc1OC
→ -0.8 | 0.0
> Cc1ccc(SCc2cc(=O)[nH]c(Nc3nc(C)c4ccccc4n3)n2)cc1
→ 2.6 | 0.5
> Cc1ccc(-c2nnn(CC(=O)N(Cc3cccs3)C(C(=O)NC3CCCCC3)c3ccco3)n2)o1 (stereo unspecified)
→ 5.2 | 0.2
> CC1CC(C)CN(C(=O)c2cc(-c3ccncc3)nc3ccccc23)C1 (stereo unspecified)
→ 14.4 | 0.4
> Cc1nnc2ccc(-c3ccc(NS(=O)(=O)c4ccc(F)cc4F)cc3)nn12
→ 9.4 | -0.1
> CNC(=O)c1c(NC(=O)CS(=O)(=O)c2ccccc2)sc(C)c1C
→ 17.6 | ·
> COc1ccc(NC(=O)c2ccc(C(=O)c3cc(OC)ccc3OC)cc2)cc1
→ -1.4 | 4.0
> CCc1nnc(NC(=O)/C=C/c2cccs2)s1
→ 12.0 | 2.1
> Cc1cccc(CC(=O)NCCS(=O)(=O)N2CCN(c3cccc(Cl)c3)CC2)c1
→ 19.1 | -1.8
> CN(C)S(=O)(=O)c1ccc(C(=O)OCC(=O)NC(=O)NCc2ccccc2)cc1
→ 7.0 | 0.0
> CCCc1nc(N2CCCC2)c(C#N)c2c1CCCC2
→ 5.0 | -1.6
> COc1ccc(CNC(=O)N2CCN(S(=O)(=O)c3ccc(C)cc3C)CC2)cc1
→ 9.4 | -1.3
> Cc1c(C(c2cccc([N+](=O)[O-])c2O)c2c(C)n(C)n(-c3ccccc3)c2=O)c(=O)n(-c2ccccc2)n1C
→ 16.6 | -1.3
> Fc1ccc(-c2ccc(/C=N/n3cnnc3)o2)cc1
→ 2.9 | -0.2
> CN(C)c1nc(N(C)C)nc(N(C#N)Cc2ccc(Cl)cc2)n1
→ 0.7 | -1.6
> Cc1ccccc1NC(=O)CNC(=O)c1ccc(C(F)(F)F)cc1
→ 20.3 | ·
> N/C(=N\c1nc2ccccc2o1)NC(=O)c1ccc(Cl)cc1
→ 18.3 | 2.7
> CC(C)(C)c1cc(NC(=O)COC(=O)C2CC2)n(-c2ccccc2)n1
→ -0.5 | -1.6
> O=C(NCC12CC3CC(CC(C3)C1)C2)c1nn2c(c1Cl)NC(c1ccco1)CC2C(F)(F)F (stereo unspecified)
→ 10.7 | -0.6
> Cc1ccccc1CS(=O)(=O)Cc1ccc(C(=O)NCc2ccco2)o1
→ 15.1 | 0.9
> Cc1cc(=O)oc(C)c1C(=O)NCc1ccccc1
→ 10.1 | -0.6
> COc1cccc(N2CCN(C(=O)c3ccc(CS(=O)Cc4ccccc4Cl)o3)CC2)c1 (stereo unspecified)
→ 14.8 | 0.7
> Cc1cc(OC(=O)c2ccc(C(F)(F)F)cc2)c([N+](=O)[O-])c(=O)[nH]1
→ 6.4 | -0.5
> COc1ccc(C(=O)N2CCN(Cc3ccccc3C(F)(F)F)CC2)cc1
→ 10.5 | -1.4
> CN(C)S(=O)(=O)c1ccc(C(=O)NCc2ccccc2)cc1
→ 21.8 | 0.5
> CCOC(=O)c1ccc(NC(=S)NCCCN2CCN(C3CCCCC3)CC2)cc1
→ 14.7 | 1.1
> CN(C)c1cccc2c(S(=O)(=O)N3CCOCC3)cccc12
→ 22.8 | -1.1
> Cc1nn(C)c(C(=O)NC(=S)Nc2ccccc2Br)c1Cl
→ -4.5 | 5.8
> COc1ccc(Cl)cc1C(=O)NNC(=O)c1ccc(F)c(S(=O)(=O)N2CCOCC2)c1
→ 4.5 | -1.0
> COc1ccccc1OCC(=O)Sc1ccc(C)cc1
→ -8.2 | 2.3
> COc1ccc(Cl)cc1-n1c(N)c(C(N)=O)sc1=S
→ 14.7 | -0.8
> COc1ccccc1NC(=S)NCCc1ccc(Cl)cc1
→ 17.7 | 0.3
> NC(=O)C1CCN(C(=O)CCNS(=O)(=O)c2ccccc2F)CC1
→ 0.2 | 0.9
> COc1ccccc1N1CCN(C2CCN(C3CCC(c4ccccc4)CC3)CC2)CC1 (stereo unspecified)
→ 3.1 | -1.0
> O=C(CSc1n[nH]c(-c2ccccc2Cl)n1)NC1CCCCC1
→ 7.9 | 0.4
> COc1ccc(OC)c(CNC(=O)C2CCN(S(C)(=O)=O)CC2)c1
→ 19.8 | 0.9
> O=C(Nc1ccc(OC(F)F)c(Cl)c1)[C@@H]1CCCN1C(=O)c1cccs1
→ 10.7 | -1.7
> COCc1nnc(NC(=O)c2ccc(OC)cc2OC)s1
→ 7.4 | -1.2
> O=C(CN=C1NS(=O)(=O)c2ccccc21)OCC(=O)c1cc(F)ccc1F
→ 10.4 | -1.0
> O=C(NNC(=O)c1ccccc1[N+](=O)[O-])c1cnccn1
→ 8.1 | -1.8
> Cn1c(=O)c(C(=O)c2ccccc2)c(O)c2ccccc21
→ 10.6 | -0.9
> CCOCCCNCC(=O)Nc1cc(S(=O)(=O)N2CCOCC2)ccc1N1CCOCC1
→ -0.9 | -0.7
> Cn1cccc1C(=O)NC(=O)CSc1nnc(C2CC2)n1-c1ccccc1
→ 6.7 | -1.4
> CCCC1CCC(=NNC(=O)CNc2ccc(OC)cc2)CC1 (stereo unspecified)
→ 17.9 | -1.3
> C=CC[n+]1c(-c2ccc(Cl)cc2Cl)csc1Nc1c(C)n(C)n(-c2ccccc2)c1=O
→ 8.8 | -0.3
> Cc1ccc(-c2[nH]c3ccccc3c2SCCNC(=O)c2cc3ccccc3oc2=O)cc1
→ 23.8 | -0.2
> CCN(CC)CCn1c(O)c(N=O)c2ccccc21
→ 7.4 | -0.2
> COc1ccc(NC(=O)CC2Oc3ccc(C)cc3NC2=O)cc1 (stereo unspecified)
→ 14.2 | 4.6
> COC(=O)c1sccc1NC(=O)c1ccccc1[N+](=O)[O-]
→ 23.4 | 7.1
> O=C(NC(Cc1ccccc1)C(=O)O)NC12CC3CC(CC(C3)C1)C2 (stereo unspecified)
→ 19.0 | -1.9
> Cc1nc2nc(-c3ccc(F)cc3)cn2nc1C
→ 7.6 | 0.5
> C/C(=N\N(C)C)C1=C(O)c2ccccc2C1=O
→ 14.0 | 1.6

(further entries)
The line under a structure holds: OX1R antag | STK33 inh
> COC(=O)C1CCN(CC(=O)NC(=O)Nc2ccccc2F)CC1
→ 5.7 | -1.0
> CN1CCN(c2nc(NCc3ccco3)nc(N)c2[N+](=O)[O-])CC1
→ 11.1 | -1.1
> Cc1ccc(S(=O)(=O)Nc2nc(C)c(NC(=O)Nc3ccc(Cl)cc3Cl)s2)cc1
→ -5.7 | -0.6
> CC(=O)c1c(C)[nH]c2ccccc2c1=O
→ 4.0 | -0.5
> CC(=O)Nc1ccc(SCc2csc(C)n2)cc1
→ 8.8 | -0.2
> O=C(O)c1ccc(NC(=S)NC(NC(=O)c2ccco2)C(Cl)(Cl)Cl)cc1 (stereo unspecified)
→ 10.2 | -1.1
> COc1ccc2c(C(=O)CN(C)C3CCCCC3)c[nH]c2c1
→ 18.9 | 0.4
> CCOc1cc(C(=O)OCC(=O)c2cc(C)n(CC3CCCO3)c2C)ccc1OCC(=O)N1CCOCC1 (stereo unspecified)
→ 29.6 | 1.0
> CCN(CC)C(=O)CSc1nnc(CNc2ccc(F)cc2)n1-c1ccccc1
→ 9.4 | -1.1
> CCO[C@H]1OC(C(=O)NCc2nc3ccccc3[nH]2)=C[C@@H](c2ccc(C(F)(F)F)cc2)[C@@H]1CCCO
→ 25.9 | 0.2
> CCOC(=O)C(Cc1ccccc1)NC(=O)CCc1c(C)nc2ncnn2c1C (stereo unspecified)
→ 3.4 | 0.8
> COc1ccc(CCNC(=O)c2nnn(CC(=O)Nc3c(C)cc(C)cc3C)c2N)cc1OC
→ 6.2 | 1.4
> O=S(NC1CCCCC1)C12CC3CC(CC(C3)C1)C2 (stereo unspecified)
→ 6.8 | 0.4
> CCCOC(=O)c1ccc(NC(=O)c2c(Cl)ccc(Cl)c2OC)cc1
→ 14.1 | 1.0
> Cn1ccnc1SCC(=O)c1cccc(C(F)(F)F)c1
→ 6.1 | -1.3
> O=C(Nc1ccc2c(c1)OCO2)c1ccc(Br)o1
→ 6.3 | 0.7
> Cn1nnnc1Sc1ncnc2scc(-c3cccs3)c12
→ 9.7 | 0.8
> CN(C(=O)c1cnccn1)c1nnc(-c2cnccn2)s1
→ 51.4 | 2.1
> CCOC(=O)c1[nH]c(C(=O)O)c(OC(=O)CC)c1C
→ 7.8 | 0.5
> O=C(c1c(F)cccc1F)N1CCN(c2ncc(Br)cn2)CC1
→ 7.1 | -1.7
> CC(C)c1ccc(S(=O)(=O)N2CCN(C(=O)CN3C(=O)c4ccccc4C3=O)CC2)cc1
→ 2.4 | -1.0
> COCCCN(CC(=O)Nc1ccc(N2CCOCC2)cc1)S(=O)(=O)c1ccc(C)cc1
→ 22.3 | 0.5
> CCOc1ccc(C(=O)COC(=O)c2cc([N+](=O)[O-])ccc2N2CCOCC2)cc1
→ 15.9 | 0.1
> CCOC(=O)/C=C1\SCC(=O)N1CC(=O)NC1CCCCC1
→ 7.6 | -4.4
> O=C(NCC1CC1)Nc1cccc(C(F)(F)F)c1
→ · | 0.3
> CN1/C(=C/C=C(C#N)C#N)C=Cc2ccccc21
→ 8.9 | 0.0
> Cc1ccc(C)c(NC(=O)C(Sc2nc3ccccc3c(=O)n2CC(C)C)c2ccccc2)c1 (stereo unspecified)
→ 16.1 | -0.5
> CCN(CC)C(=O)CN(c1ccc2c(c1)OCO2)S(C)(=O)=O
→ 8.6 | -0.9
> CN1N=C(/C=C/c2ccccc2)CCC1=O
→ 26.1 | 0.7
> COc1ccc(-c2nnn(CC(=O)N(CCN3CCOCC3)C(C(=O)NC3CCCC3)c3ccco3)n2)cc1 (stereo unspecified)
→ 10.5 | -0.6
> CCCCCCCCc1nc(SCC(C)=O)n[nH]1
→ 24.1 | -0.1
> O=C(OC(C(=O)NC1CCCC1)c1cccnc1)C1=Cc2ccccc2OC1 (stereo unspecified)
→ 18.4 | -1.0
> CC(=O)N1CCc2cc(Br)cc(S(=O)(=O)N3CCCCCC3)c21
→ 26.0 | -1.2
> O=c1[nH]cnc2c1sc1nc3c(c(-c4ccc(Cl)cc4)c12)CCC3
→ 9.2 | -2.3
> Cc1ccc(C(=O)NCC(=O)OCc2c(F)cccc2Cl)s1
→ 3.9 | -0.8
> COc1cc(/C=N/NC(=O)C(C)n2nnc3ccccc32)ccc1O (stereo unspecified)
→ 8.2 | 0.5
> COc1cc(C(=O)NCCc2ccc(F)cc2)ccc1OCC(=O)N1CCOCC1
→ 23.1 | -0.2
> O=C(/C=C/c1ccc2c(c1)OCO2)Nc1cccnc1
→ 13.3 | 1.5
> O=C(O)CCCNS(=O)(=O)/C=C/c1ccccc1
→ 7.8 | -2.1
> N/C(=N\OC(=O)c1cccc(Cl)c1)c1ccccn1
→ 17.0 | -0.5

At a glance, 4 of the compounds above:
The line under a structure holds: OX1R antag | STK33 inh
> COc1cc(C(=O)NCCc2ccc(F)cc2)ccc1OCC(=O)N1CCOCC1
→ 23.1 | -0.2
> O=C(/C=C/c1ccc2c(c1)OCO2)Nc1cccnc1
→ 13.3 | 1.5
> O=C(O)CCCNS(=O)(=O)/C=C/c1ccccc1
→ 7.8 | -2.1
> N/C(=N\OC(=O)c1cccc(Cl)c1)c1ccccn1
→ 17.0 | -0.5

More structures
The line under a structure holds: OX1R antag | STK33 inh
> CCOc1ccc(-c2csc(N)c2C(=O)OC)cc1
→ 29.6 | -1.3
> O=C(CSc1nc2ccccc2s1)NC(=O)NCc1ccco1
→ 18.0 | 0.4
> O=C(Nc1cccc(C(F)(F)F)c1)C(Sc1n[nH]c(=O)[nH]c1=O)c1ccccc1 (stereo unspecified)
→ 3.9 | -3.1
> Cc1ccc(-c2nnc(SCC(=O)NC3CC3)o2)cc1
→ 25.9 | -1.3
> CCc1c(C)nc2c(C#N)c(C)[nH]n2c1=O
→ 17.2 | 0.0
> CC(C)C(NS(=O)(=O)c1cccs1)C(=O)N1CCc2ccccc2C1 (stereo unspecified)
→ 16.7 | -4.4
> CCOc1ccc(/C=N/NC(=S)NC2CC3CCC2C3)cc1 (stereo unspecified)
→ -0.1 | -1.4
> O=C1CC(c2ccco2)Cc2nc(Nc3nc(-c4ccccc4)c4ccccc4n3)ncc21 (stereo unspecified)
→ 10.8 | -1.5
> CCN(CC)C(=O)c1ccccc1NS(=O)(=O)c1cccs1
→ 13.3 | -1.0
> CCCCn1c(N2CCC(Cc3ccccc3)CC2)nc2c1c(=O)[nH]c(=O)n2C
→ 1.6 | 1.5
> Cc1cccc(Nc2nc3ccccc3n3nnnc23)c1
→ 30.6 | -1.5
> O=C(O)c1ccccc1/C=N/Nc1ccc(S(=O)(=O)N2CCCC2)cc1[N+](=O)[O-]
→ 49.2 | 0.5
> CC(=O)c1cccc(CN2CCCC(C(=O)Nc3ccc(-c4ccco4)cc3)C2)c1 (stereo unspecified)
→ 21.3 | -0.8
> CCOc1ccc(CN2CCN(Cc3cnn(CC)c3C)CC2CCO)cc1 (stereo unspecified)
→ 4.0 | -1.4
> Cc1ccc(/C([O-])=C(/C(=S)NCc2ccco2)[n+]2ccccc2)cc1
→ 15.9 | 0.4
> O=C(NCC(=O)N1CCN(c2ccccc2)CC1)c1ccco1
→ 23.3 | 0.5
